From PubChem
A549 viability: counter-screen for Nrf2 inhibitors: cytotoxicity in A549 cells. A549 ARE-Fluc cells, CellTiter-Fluor viability, 18-24 h. Potency, µM (doses to about 46 µM), inactives show top-dose activity change, negative = cytotoxicity, actives largely listed as inhibitors. 0.16% of 390,000 active. AID 504648; also: % is scaled to controls: 0 for no effect and ±100 for the full control effect
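A549 ARE_Fluc cells in 5% FBS OPTI-MEM were exposed to compounds in concentration-response for 18-24 h at 37 deg C. Viability was read by CellTiter-Fluor fluorescence (Ex 405/Em 525) after 30 min, before the luciferase read.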
S2 tox: reduces viability in counter-screen for ATXN expression inhibitors; S2 cells (HEK-293 line with an ATXN2-luciferase reporter) viability, CellTiter-Fluor protease fluorescence, 24 h; Potency, µM (highest dose often 56.7 µM), most hits filed as cytotoxic; 0.49% of 400,000 active; AID 651635; also: nearly all actives have a fitted effect of over 40% in size
EPAC2 antagonist: antagonists of human EPAC2; Potency, µM (highest dose often 114 µM), for inactives: at the top dose activity, negative = inhibition, actives largely listed as inhibitors; 0.18% of 360,000 active; Q8WZA2; EPAC2 GEF exchange of Rap1B-BODIPY-GDP, fluorescence; AID 720708; also: % is scaled to controls: 0 for no effect and ±100 for the full control effect; nearly all actives have a fitted effect of over 45% in size; many of its hits are not listed in these tables
Target sequence (Q8WZA2 whole entry, looked up): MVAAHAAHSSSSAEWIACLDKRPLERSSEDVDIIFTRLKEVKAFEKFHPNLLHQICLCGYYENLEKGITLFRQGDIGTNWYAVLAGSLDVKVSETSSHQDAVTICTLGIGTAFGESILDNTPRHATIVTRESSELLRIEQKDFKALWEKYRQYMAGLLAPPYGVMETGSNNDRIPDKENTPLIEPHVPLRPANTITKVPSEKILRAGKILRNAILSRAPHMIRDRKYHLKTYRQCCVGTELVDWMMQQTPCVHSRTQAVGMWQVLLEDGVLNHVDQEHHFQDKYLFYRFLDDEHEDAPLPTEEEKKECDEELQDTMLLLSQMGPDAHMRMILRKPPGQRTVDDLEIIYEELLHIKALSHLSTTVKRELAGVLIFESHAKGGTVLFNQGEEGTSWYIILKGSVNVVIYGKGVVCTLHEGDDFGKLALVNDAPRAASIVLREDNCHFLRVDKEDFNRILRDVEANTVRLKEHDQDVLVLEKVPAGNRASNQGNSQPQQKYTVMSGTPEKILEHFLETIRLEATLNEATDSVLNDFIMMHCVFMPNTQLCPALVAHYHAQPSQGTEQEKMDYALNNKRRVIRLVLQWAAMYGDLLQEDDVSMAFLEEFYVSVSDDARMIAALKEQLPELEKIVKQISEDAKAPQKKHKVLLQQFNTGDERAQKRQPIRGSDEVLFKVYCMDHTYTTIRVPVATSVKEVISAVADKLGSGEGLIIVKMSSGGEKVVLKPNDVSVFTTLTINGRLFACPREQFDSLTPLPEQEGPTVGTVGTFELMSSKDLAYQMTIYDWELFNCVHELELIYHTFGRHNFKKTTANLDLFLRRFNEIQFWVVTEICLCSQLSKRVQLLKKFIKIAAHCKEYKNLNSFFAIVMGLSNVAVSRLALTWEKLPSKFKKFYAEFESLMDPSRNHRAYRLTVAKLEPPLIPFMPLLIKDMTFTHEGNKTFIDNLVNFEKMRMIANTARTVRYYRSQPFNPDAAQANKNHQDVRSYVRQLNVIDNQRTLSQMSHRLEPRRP
Nrf2 activator: activators of Nrf2 (ARE) signaling; Potency, µM (top dose mostly 46.1 µM), for the others: top-dose activation, hits mostly activators; 0.31% of 410,000 active; AREc32 ARE-luciferase reporter (MCF7-derived line), luminescence, 24 h; also: % of control where 0% means no effect; nearly all actives have a fitted effect of over 65% in size
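Nrf2 activation is followed as ARE-luciferase induction in the AREc32 line after one day of compound treatment; luminescence is read with Steady-Glo.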
TGFb SMAD3 inh: TGF-b pathway inhibition; Potency, µM (titrated, usually from 46.1 µM), for the others: at the highest dose activity, negative = inhibition, most hits filed as inhibitors; HepG2 CAGA-GFP TGF-b/SMAD3 reporter, GFP fluorescence, 18 h; TGF-beta stimulated, 500 pg/mL final; AID 588855; 1.2% of 410,000 active; also: % is scaled to controls: 0 for no effect and ±100 for the full control effect; nearly all actives have a fitted effect of over 65% in size
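HEPG2 CAGA-GFP cells (1000/well, DMEM with 1% FBS) were pre-incubated 2 h at 37 degrees C, given compound by pin tool, then stimulated with TGF-beta at 500 pg/mL final for 18 h before per-cell GFP fluorescence imaging.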
MCF10A rerep: induces DNA re-replication in MCF 10a normal breast cells | MCF 10A DNA re-replication, Hoechst nuclear intensity, 48 h | Potency, µM (doses to about 46.1 µM), inactives show at the highest dose activity, positive = re-replication, most hits filed as activators | 2.9% of 350,000 active | AID 624296; also: % of control where 0% means no effect; nearly all actives have a fitted effect of over 50% in size
HepG2 viability: HepG2 cytotoxicity, counter-screen for TGF-b inhibitors | HepG2 CAGA-GFP viability, ATP luminescence, 18 h | 0.76% of 410,000 active | Potency, µM (top dose mostly 46.1 µM), for inactives: at the top dose activity change, negative = cytotoxicity, usual class: cytotoxic; also: some results filed as inactive show a strong effect at the top dose
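CellTiter-Glo luminescence gave cytotoxicity after 18 hours at 37 degrees C. The cells were HepG2 CAGA-GFP in 1% FBS DMEM, stimulated with 500 pg/mL TGF-beta after compound addition. %Activity was normalised to no-cell wells (complete cell-killing) and DMSO (no toxicity), and curves were fitted and classified.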
ATXN2 expr inh: reduces ATXN2 reporter expression in HEK-293 cells; HEK-293 ATXN2-luciferase reporter, luminescence, 24 h; Potency, µM (top dose mostly 57 µM), inactives show top-dose activity change, negative = inhibition, usual class: inhibitors; 0.72% of 360,000 active; AID 1745845; also: % is scaled to controls: 0 for no effect and ±100 for the full control effect; nearly all actives have a fitted effect of over 55% in size
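ATXN2-luciferase reporter cells (luciferase flanked by upstream and downstream ATXN2 gene portions) were treated 24 h at 37 °C with compounds at up to 57 uM. SteadyGlo luminescence gave expression; GF-AFC fluorescence gave viability.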
Nrf2 block: inhibitors of Nrf2 signaling; A549 ARE-Fluc reporter, luciferase luminescence, 18-24 h; Potency, µM (series often up to 46 µM), for the others: at the top dose activity change, negative = inhibition, usual class: inhibitors; 2.1% of 360,000 active; AID 504444; also: % is scaled to controls: 0 for no effect and ±100 for the full control effect; nearly all actives have a fitted effect of over 60% in size
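Nrf2 activity is the BugLite luminescence, read 15 min after reagent at room temperature, following CellTiter-Fluor cytotoxicity readout (30 min, 37C). Compound titrations were applied for 18-24 h to 5000 A549 ARE_Fluc cells/well in 5% FBS OPTI-MEM.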
Numbers without * were called inactive; i = inactive; ? = inconclusive; · = not tested or not shown; & = joins results of further samples; [ ] = remark or other dose. Calls follow the shape of the dose curve; as a rule, active = well fitted curve in the direction sought with a large enough effect; inconclusive = small, poorly fitted or top-dose-only effect, or another doubt; inactive = no such curve, though single readings can be large; an effect the other way counts as inactive or inconclusive. Potency is read from the fitted curve at half-maximal effect. The list is partial; the hit share may differ from the screen's.

A first look (10 entries):
SMILES	A549 viability	S2 tox	EPAC2 antagonist	Nrf2 activator	TGFb SMAD3 inh	MCF10A rerep	HepG2 viability	ATXN2 expr inh	Nrf2 block
OC1CCCCC1	0%	i	-8%	0.0%	-18%	3%	-1%	4%	10%
CCS(=O)(=O)N1Cc2cc(C(=O)N(C)C)nc(-c3cccc(-c4ccc(F)cc4)c3)c2[C@H]1CCO	·	i	1%	-0.2%	·	·	·	-15%	·
Clc1ccc(-c2nc3ccc(Cl)cn3c2Cc2cccc(Cl)c2)cc1	·	i	-15%	7.3%	?	·	-21%	13%	·
COc1ccc(C2C(C(C)=O)=C(O)C(=O)N2c2ccc(C)cc2)cc1 (stereo not drawn)	2%	i	16%	2.1%	19%	2%	23%	19%	4%
COc1ccc(NC(=O)CN2CC(c3ccccc3)CC2=O)cc1OC (stereo not drawn)	-5%	i	-11%	-0.9%	?	0%	4%	5%	1%
CCn1cc(C(=O)Nc2cccc(C(=O)OC)c2)c(=O)c2ccc(C)nc21	-5%	i	2%	-0.8%	1%	-2%	-2%	-4%	12%
COc1cccc(C(=O)COC(=O)c2n[nH]c(=O)c3ccccc23)c1	1%	i	2%	0.0%	-2%	3%	-2%	16%	-4%
COc1ccc(CCN(C)C(=O)COc2ccc(C(=O)c3ccccc3)cc2)cc1OC	-11%	i	16%	8.0%	-9%	1%	-8%	-3%	-24%
Cc1ccc(Cl)c2sc(NC(=O)c3ccc(S(=O)(=O)N4CCCC4)cc3)nc12	3%	i	·	0.4%	5%	·	-21%	9%	·
O=C(NCCN1CCOCC1)c1cc(S(=O)(=O)NCCCN2CCCC2=O)ccc1Cl	-3%	i	9%	-0.5%	-5%	1%	4%	-2%	0%

The list itself (from the top)
SMILES	A549 viability	S2 tox	EPAC2 antagonist	Nrf2 activator	TGFb SMAD3 inh	MCF10A rerep	HepG2 viability	ATXN2 expr inh	Nrf2 block
OC1CCCCC1	0%	i	-8%	0.0%	-18%	3%	-1%	4%	10%
CCS(=O)(=O)N1Cc2cc(C(=O)N(C)C)nc(-c3cccc(-c4ccc(F)cc4)c3)c2[C@H]1CCO	·	i	1%	-0.2%	·	·	·	-15%	·
Clc1ccc(-c2nc3ccc(Cl)cn3c2Cc2cccc(Cl)c2)cc1	·	i	-15%	7.3%	?	·	-21%	13%	·
COc1ccc(C2C(C(C)=O)=C(O)C(=O)N2c2ccc(C)cc2)cc1 (stereo not drawn)	2%	i	16%	2.1%	19%	2%	23%	19%	4%
COc1ccc(NC(=O)CN2CC(c3ccccc3)CC2=O)cc1OC (stereo not drawn)	-5%	i	-11%	-0.9%	?	0%	4%	5%	1%
CCn1cc(C(=O)Nc2cccc(C(=O)OC)c2)c(=O)c2ccc(C)nc21	-5%	i	2%	-0.8%	1%	-2%	-2%	-4%	12%
COc1cccc(C(=O)COC(=O)c2n[nH]c(=O)c3ccccc23)c1	1%	i	2%	0.0%	-2%	3%	-2%	16%	-4%
COc1ccc(CCN(C)C(=O)COc2ccc(C(=O)c3ccccc3)cc2)cc1OC	-11%	i	16%	8.0%	-9%	1%	-8%	-3%	-24%
Cc1ccc(Cl)c2sc(NC(=O)c3ccc(S(=O)(=O)N4CCCC4)cc3)nc12	3%	i	·	0.4%	5%	·	-21%	9%	·
O=C(NCCN1CCOCC1)c1cc(S(=O)(=O)NCCCN2CCCC2=O)ccc1Cl	-3%	i	9%	-0.5%	-5%	1%	4%	-2%	0%
CCCc1cc(C(=O)Nc2sc(C)c(C)c2C(=O)OCC)no1	8%	i	2%	-0.7%	6%	9%	2%	4%	22%
O=C(NC1CCCCCC1)C1CC(=O)N(c2ccc(Cl)cc2)C1 (stereo not drawn)	2%	i	5%	0.0%	-1%	-10%	5%	-1%	-11%
COc1ccc(C(C(=O)NCC2CCCO2)N(Cc2ccc(F)cc2)C(=O)CNC(=O)c2ccco2)cc1OC (stereo not drawn)	3%	i	-1%	-0.3%	13%	-7%	-3%	1%	-2%
COc1ccc(COCC(O)CN2CCc3ccccc3C2)cc1OC (stereo not drawn)	-3%	i	7%	-0.9%	-10%	0%	-3%	5%	2%
COc1ccc([C@H]2C[C@H](O)C[C@@H](CCn3cc(-c4ccccc4)nn3)O2)cc1	·	?	7%	0.5%	·	·	·	1%	·
NC(=O)C1CCN(C(=O)C2CCC(=O)N(CC3CCCCC3)C2)CC1 (stereo not drawn)	0%	i	15%	0.1%	4%	1%	0%	-3%	8%
CC(C)CNC(=O)c1ccc(NC(=O)c2cccs2)cc1	-4%	i	3%	0.0%	-16%	-3%	-1%	44%[activator]	18%
CC(C)C(CC(=O)N1CCCCC1)C1CCOC(C)(C)C1 (stereo not drawn)	-3%	i	-7%	0.1%	6%	13%	5%	-4%	7%
O=C(Nc1ccc(C(=O)OCc2cc(=O)n3c4c(sc3n2)CCCC4)cc1)c1ccc(F)cc1	-9%	·	·	-1.2%	15%	·	3%	·	·
COc1cc(/C=N/Nc2nc3ccccc3s2)ccc1OC(=O)c1ccccc1F	3%	i	-1%	?	6%	21µM*	-2%	131%[activator]	?
CC(=O)Nc1ccc(Nc2nc(-c3sc(C)nc3C)cs2)cc1	-15%	i	-1%	5.6%	-23%	?	-18%	?	?
O=C(OCC(=O)N(CCc1ccccc1)Cc1ccccc1)c1ccccc1NCCO	-10%	i	-7%	0.0%	1%	4%	-2%	45%[activator]	-4%
CC1CCc2c(sc3nnn(CC(=O)Nc4cccc(C(F)(F)F)c4)c(=O)c23)C1 (stereo not drawn)	-3%	i	·	-0.6%	?	·	-21%	4%	8%
O=C(O)CCCC(=O)N1CCc2cc(S(=O)(=O)NCc3ccc(F)cc3)ccc21	4%	i	8%	-0.5%	?	-3%	-33%	-27%	5%
O=C(Nc1ccc(Br)cc1)C1OCCc2ccccc21 (stereo not drawn)	14%	i	-8%	4.9%	9%	2%	-5%	22%	0%
Cc1ccc(-c2cccc(C3CC=CC4C3C(=O)N(Cc3ccccc3)C4c3ccc4ccccc4c3)c2)cc1 (stereo not drawn)	0%&2%	i	6%	0.2%	?	?	1%&-10%	12%	10%&5%
COC(=O)CN1C(=O)C2(C(C#N)=C(N)Oc3c2c(C)nn3-c2ccccc2)c2ccccc21 (stereo not drawn)	-16%	i	-7%	?	?	?	-37%	-3%	-28%
Cn1cccc1/C=N/N1CCN(Cc2cccc3ccccc23)CC1	1%	i	-4%	-0.4%	?	0%	1%	-1%	0%
C/C(=N/NC(=O)c1sc(NS(=O)(=O)c2ccccc2)nc1C)c1sc(N)nc1C	-2%	·	-4%	0.3%	17%	-5%	1%	-2%	15%
O=C(COC(=O)c1cc(=O)c2ccccc2o1)Nc1c(F)c(F)c(F)c(F)c1F	-12%	i	21%	-0.4%	13%	0%	4%	5%	4%
Cc1cc(NC(=O)C23CC4CC(CC(C4)C2)C3)n[nH]1	1%	i	10%	-0.5%	12%	9%	-8%	-2%	18%
COc1ccc(NS(=O)(=O)c2ccc(N3CCOCC3)c(NC(=O)c3ccco3)c2)cc1	?	i	5%	-0.2%	3%	-2%	-19%	-11%	?
COc1ccc(CCNC(=O)CN(c2cc(OC)ccc2OC)S(=O)(=O)c2ccccc2)cc1	-9%	i	-16%	-0.6%	-14%	-6%	8%	1%	-12%
COc1ccc(S(=O)(=O)N2CCOC2CNC(=O)C(=O)NCc2ccccn2)cc1C (stereo not drawn)	-1%	i	-2%	-0.2%	-12%	2%	-40%	3%	9%
CCc1ccc(NS(=O)(=O)c2[nH]ncc2C(=O)OC)cc1	0%	i	·	-0.9%	18%	·	0%	12%	-4%
CCc1ccc(C(=O)CSc2nc3cc(S(=O)(=O)N4CCOCC4)ccc3n2CC)cc1	3%	i	-3%	2.7%	14%	-2%	-4%	6%	-19%
COC(=O)[C@H](Cc1ccccc1)NC(=O)NCCc1ccc(OC)cc1	3%	i	2%	-0.2%	-19%	2%	-15%	17%	5%
Cc1cccc(C)c1OC(=O)CCN1C(=O)C2C3C=CC(C4CC34)C2C1=O (stereo not drawn)	1%	i	4%	0.2%	-16%	7%	0%	-3%	-2%
O=C(COc1ccc(S(=O)(=O)NC2CCCCC2)cc1)Nc1ccc2c(c1)OCCO2	-10%	i	-3%	-0.6%	-12%	4%	-14%	?	?
COc1ccc(/C=C(\C#N)c2nc(-c3cc(Cl)ccc3OC)cs2)cc1	2%	i	·	2.0%	-1%	·	-8%	2%	7%

Fetched by compound from the list above (2):
SMILES	A549 viability	S2 tox	EPAC2 antagonist	Nrf2 activator	TGFb SMAD3 inh	MCF10A rerep	HepG2 viability	ATXN2 expr inh	Nrf2 block
Cc1cc(NC(=O)C23CC4CC(CC(C4)C2)C3)n[nH]1	1%	i	10%	-0.5%	12%	9%	-8%	-2%	18%
CCc1ccc(C(=O)CSc2nc3cc(S(=O)(=O)N4CCOCC4)ccc3n2CC)cc1	3%	i	-3%	2.7%	14%	-2%	-4%	6%	-19%

Next records.
SMILES	A549 viability	S2 tox	EPAC2 antagonist	Nrf2 activator	TGFb SMAD3 inh	MCF10A rerep	HepG2 viability	ATXN2 expr inh	Nrf2 block
Cc1ccc(NC(=O)COC(=O)c2ccc3ncsc3c2)c(C)c1	·	i	4%	-2.6%	10%	·	10%	·	·
CCOc1ccc(C(=O)c2oc3ccccc3c2NC(=O)c2cc(=O)c3ccc(C)cc3o2)cc1	1%	i	·	-1.1%	-7%	·	-14%	1%	34%
COc1cc(/C=C(\C#N)C(=O)NCC2CCCO2)ccc1OC(=O)c1ccco1 (stereo not drawn)	3%	?	11%	2.9%	-10%	-1%	-6%	0%	-2%
O=c1cccccc1NCc1ccccc1	-21%	·	1%	4.0%	-13%	1%	-7%	·	17%
Cc1cccc(N2CC34C=CC(O3)C(C(=O)O)C4C2=O)c1 (stereo not drawn)	-4%	i	0%	2.6%	-6%	-10%	-13%	-6%	4%
CCOC(=O)c1[nH]c(C)c(C(=O)OC(C)C(=O)Nc2ncc(Cl)cc2Cl)c1C (stereo not drawn)	-21%	i	-2%	-0.6%	3%	?	-6%	-6%	?
CCOC(=O)N1CCN(C(=O)c2ccc3c(=O)n(-c4ccc(F)cc4)c(=S)[nH]c3c2)CC1	-11%	i	16%	-0.2%	?	7%	3%	-2%	3%
Cc1nn(CC(=O)Nc2ccccc2F)c(=O)c2c(C)n(-c3ccc(Cl)cc3)nc12	-8%	·	·	0.6%	0%	·	-18%	·	·
